HePTP inhibitor = inhibitors of human HePTP phosphatase, primary screen, biochemical, absorbance, leukemia target; AID 521, 2006; recombinant HePTP phosphatase activity, OD absorbance; Tyrosine-protein phosphatase non-receptor type 7 (Homo sapiens), P35236; actives 0.64% (n = 110,000); inhibition, % at 20 µM; in the data active = inhibition above about 50%;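 also: plate controls were vehicle for no effect and reference inhibitor for full effect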
Target sequence (P35236 whole entry, looked up): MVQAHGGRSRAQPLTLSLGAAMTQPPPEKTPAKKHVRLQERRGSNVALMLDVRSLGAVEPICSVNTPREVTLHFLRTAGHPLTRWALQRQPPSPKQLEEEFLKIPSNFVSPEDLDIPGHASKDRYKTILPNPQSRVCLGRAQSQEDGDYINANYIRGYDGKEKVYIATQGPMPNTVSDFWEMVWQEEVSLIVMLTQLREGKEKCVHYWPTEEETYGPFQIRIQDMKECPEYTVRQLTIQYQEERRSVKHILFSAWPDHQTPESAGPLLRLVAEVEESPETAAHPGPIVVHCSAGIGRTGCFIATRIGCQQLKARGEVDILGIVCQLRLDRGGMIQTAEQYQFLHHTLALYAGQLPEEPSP
BAP1 block = inhibitors of BAP1 deubiquitinase, primary screen, biochemical, Ub-AMC fluorescence, kinetic; actives 0.48% (n = 72,000); Ubiquitin carboxyl-terminal hydrolase BAP1 (Homo sapiens), Q92560; AID 436, 2006; recombinant BAP1, Ub-AMC hydrolysis fluorescence kinetic; active compounds read low; activity remaining (% of control), % at 20 µM;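 active = activity remaining at or below 50% of control, provided the compound also passes the data quality filters; inactive = the rest, including low values that fail the filters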;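 also: 100% = DMSO wells rate and 0% = substrate alone blank rate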
* = called active by the depositor; . = not tested or not shown; & = joins results of further samples.

canonical_smiles	HePTP inhibitor	BAP1 block
COc1ccc(NC(=O)c2cc(-c3ccc(OC)c(OC)c3)on2)cc1OC	-5.6	.
Cc1cc(N2CCCC2=O)cc(C)c1S(=O)(=O)NCCOc1ccccc1	-12.0	69.1
Cc1ccc(/C(N)=N/OC(=O)c2ccc(I)cc2)cc1	11.3	.
COc1cc(C2C(C(C)=O)=C(O)C(=O)N2c2ccc(Br)cn2)ccc1O (configuration not stated)	2.0	79.6
CCC(C)Sc1nc2c(cnn2-c2ccc(C)cc2)c(=O)[nH]1 (configuration not stated)	-25.4	94.9
CSC1=C(C#N)C(C)CC(=O)N1 (configuration not stated)	8.3	99.8
CCO/C(C)=N/n1c2nc3ccccc3nc2c2c(=O)n(CC(C)C)c(C)nc21	7.0	73.0
COC(=O)c1ccc(NC(=O)c2ccco2)cc1	-3.9	97.3
C=C1c2ccc(C)cc2NC(=O)N1c1ccccc1	-0.4	.
O=C(CSc1nnnn1-c1ccccc1)Nc1nncs1	9.4	.
CCOC(=O)CSC1=C(C#N)C(c2ccccc2Cl)C(C(=O)OC)C(=O)N1 (configuration not stated)	7.2	91.0
O=C(CSc1nnc(-c2ccco2)n1Cc1ccco1)NCc1cccs1	2.6	101.8
Cc1ccc(N(CN2CCCC2=O)C(=O)c2ccc(C)c(C)c2)cc1	11.6	104.9
COCCOC(=O)c1ccc(NC(=O)Nc2ccc(Cl)cc2)cc1	-7.0	.
Cc1nn(-c2ccccc2)c(Cl)c1C(=O)N1CCN(c2ncnc3c2cnn3-c2ccccc2)CC1	5.2	101.2
Cc1sc2c3c(ccc2[n+]1CCO)CCCC3	.	84.7
Nc1nonc1N=Cc1ccccc1O	-11.8	.
CC1CN(Cc2nc3c(c(=O)[nH]c(=O)n3C)n2CC(N)=O)CC(C)O1 (configuration not stated)	10.5	91.9
CC(=O)c1ccc(NC(=O)/C=C/c2ccccc2)cc1	-26.4	.
CCO/C([O-])=N/c1c[n+](N2CCOCC2)no1	-8.9	62.5&100.3
COCCn1c(SCc2nc3ccccc3s2)nc2ccccc21	10.9	81.8
Cc1ccc(-n2c(=O)cc(N3CC(C)CC(C)C3)[nH]c2=O)cc1 (configuration not stated)	5.5	106.0
CC1(C)Cc2c(C#N)c(OCC(=O)c3ccc(Cl)cc3)nc(-c3ccoc3)c2CO1	6.3	.
COc1ccc(Cc2nnc(SCC(=O)N3CCN(c4ccccc4)CC3)o2)cc1	-3.2	64.3
O=C(c1cnn2cccnc12)N1CCN(c2ccccc2)CC1	8.0	152.3
Cc1nnc(NC(=O)c2cccc(S(=O)(=O)N3CCCCCC3)c2)s1	.	121.6
O=C(Cn1nc(Cl)nc1Cl)c1cc2ccccc2oc1=O	-5.5	92.9
O=S(=O)(c1ccc(S(=O)(=O)N2CCCC3(CCCCC3)C2)cc1)N1CCCCC1	9.6	94.2
CCN(CC)C(=O)c1cn(C)c2ccc(S(=O)(=O)N(CC)CC)cc2c1=O	-1.7	94.3
C1=C(CCNC2=NCCCCC2)CCCC1	4.2	93.1
Cc1c(NC(=O)c2ccccc2F)c(=O)n(-c2ccccc2)n1C	4.6	108.3
Nc1nc2n(c1C(=O)c1ccccc1)CCC2	1.2	84.7
COc1cc(Br)cc(/C=N/c2ncn[nH]2)c1O	4.9&-12.4	75.0
Cc1cc(Cl)ccc1NC(=O)c1ccc(I)cc1	0.7	.
Cc1cc(Br)ccc1NC(=O)c1ccc(Cl)c([N+](=O)[O-])c1	6.8	.
COc1cc2cc(CN(Cc3nnnn3Cc3ccccc3)CC3CCCO3)c(=O)[nH]c2cc1OC (configuration not stated)	8.4	.
CCCC(c1nnnn1Cc1cccs1)N1CCN(c2ccc(OC)cc2)CC1 (configuration not stated)	7.0	91.4
COc1ccc(-c2cc(C(F)(F)F)n3ncc(C(=O)NCC4CCCO4)c3n2)cc1 (configuration not stated)	7.9&-4.2	118.5
Cc1cc(NC(=O)c2cc3ncc(Br)cn3n2)no1	-2.0	55.6
COc1ccccc1NC1=NCC(=O)N1Cc1ccccc1	-10.1	.
CC(=O)C1=C(O)C(=O)N(c2nc3ccccc3s2)C1c1ccc(F)cc1 (configuration not stated)	0.3	.
O=C1CN(C(=O)COC(=O)COc2ccc3c(c2)CCC3)c2ccccc2N1	6.1	100.6
Cc1cnc(C(=O)N2CCN(S(=O)(=O)c3ccc4ccccc4c3)CC2)cn1	7.3	107.4
CCCC(=O)NC(c1ccc(OC)cc1)c1ccc(OCC)cc1 (configuration not stated)	4.9	.
CCOC(=O)CSC1=C(C#N)C(c2ccc(C)cc2)C(C(=O)OC)C(=O)N1 (configuration not stated)	4.4	81.9
CCOc1cccc(NC(=O)C2CC(=O)N(C)C(=Nc3ccccc3)S2)c1 (configuration not stated)	8.4	96.2
COc1ccc(Cl)cc1C(=O)N1CCN(c2ccccc2)CC1	5.5	.
CCOc1cccc(-c2cc(C(=O)Nc3cc(C)ccn3)c3ccccc3n2)c1	6.8	.
O=C(c1cc(-c2ccccc2)on1)N1CCN(C(=O)c2ccco2)CC1	-0.9	103.4
c1cc(CNC2=NCCCCC2)ccn1	1.1	86.2

Carrying on.
canonical_smiles	HePTP inhibitor	BAP1 block
CCOC(=O)C1CCN(C(=O)c2cc(C(=O)OC)cc([N+](=O)[O-])c2)CC1	2.1	.
O=S(=O)(NNc1ccccc1)c1ccc2ccccc2c1	9.6	.
CCOc1ccccc1N1C(=O)c2ccc(C(=O)O)cc2C1=O	-1.5	97.4
CCCCCn1c(CN2CCN(C(=O)OCC)CC2)nc2c1c(=O)[nH]c(=O)n2C	8.3	88.2
COc1ccc(Cn2nnc3c(=O)[nH]c(C4CCN(C(=O)c5ccccc5Cl)CC4)nc32)cc1	4.8	69.6
CC(=O)N1CCN(Cc2cc(=O)n3cc(Cl)c(C)c(Cl)c3n2)CC1	-1.2	94.3
CN(c1ccc(C(N)=O)cc1)S(=O)(=O)c1ccccc1	7.4	.
COc1cccc(NC2=C(Cl)C(=O)N(c3ccc(Br)cc3)C2=O)c1	8.1	.
O=C(COc1ccc(Br)cc1)N1CCN(c2ccccc2)CC1	-5.8	.
Cc1sc2nc(-c3ccccc3)[nH]c(=O)c2c1C	-13.7	.
COc1ccc(C(=O)O)cc1S(=O)(=O)N(C)CCc1cccnc1	8.9	103.4
Cc1ccc(C2CC(=O)NC3=C2C(=O)CCC3)cc1Br (configuration not stated)	1.2	95.7
CCc1nc(SCc2ccc(OC)cc2)n[nH]1	-4.7	.
CC(=O)c1c(N2CCN(C(=O)c3ccco3)CC2)nc(=S)n(-c2ccccc2)c1C	-5.2	92.6
COc1ccc(CSc2n[nH]c(C)n2)cc1Br	9.6	.
CCOc1ccccc1/C=C/C(=O)c1ccc(Br)cc1	-13.5	.
COc1ccc(N2C(=O)CC(N3CCC(O)(c4cccc(C(F)(F)F)c4)CC3)C2=O)cc1 (configuration not stated)	19.0	105.6
Cc1sc2ncnc(N3CCCCC3C)c2c1C (configuration not stated)	2.2	120.2
COc1ccccc1NC(=O)C1C2C=CC(C3CC23)C1C(=O)O (configuration not stated)	-1.1	.
O=S(=O)(NCc1csc(-c2cccnc2)n1)c1cccs1	3.2	91.8
Cc1nc(N)sc1-c1csc(N(C)c2ccc(O)cc2)n1	9.3	68.6
Cc1cc(C)nc(NS(=O)(=O)c2ccc(NC(=O)CCC3COc4ccccc4O3)cc2)n1 (configuration not stated)	0.7	158.0
CC(=O)Nc1nc(C2CC2)cc(-c2ccco2)c1C#N	2.8	.
CCOC(=O)c1ccc(N2C(=O)CC(SCC(N)C(=O)OCC)C2=O)cc1 (configuration not stated)	4.8	.
COc1cccc(C(=O)N2CCNCC2)c1OC	-1.9	.
CCOCCOC(=O)COc1ccc(N2C(=O)c3ccccc3C2=O)cc1	12.8	91.1
CSc1ccccc1NC(=O)CSc1nc2ccccc2[nH]1	-5.9	.
CCOc1ccc(S(=O)(=O)N2CCSC2c2ccc(Cl)cc2)cc1 (configuration not stated)	.	94.6
Cc1cc(C)c2c(N)c(S(=O)(=O)c3ccccc3)sc2n1	8.3	124.2
C=CCN1C(=O)/C(=C\c2cc(Br)c(OCc3ccc(F)cc3)c(OCC)c2)SC1=S	-7.6	.
COC(=O)C(CC(C)C)NC(=O)CSc1nnc2c(n1)[nH]c1ccccc12 (configuration not stated)	-1.9	68.6
Cc1nc(=O)c(-c2ccccc2)c(C)n1-c1ccc(C(=O)O)c(O)c1	5.1	.
N=c1n(CCN2CCOCC2)c2ccccc2n1CC(=O)c1ccc(Cl)c(Cl)c1	4.6	104.5
Cc1csc2c(C#N)c(=O)c3c(n12)CCC3	-7.1	73.8
CC1=C(C)CC(C(=O)Nc2ccc(N3C(=O)c4ccccc4C3=O)cc2)C(C(=O)O)C1 (configuration not stated)	6.6	.
COc1ccc(-c2nnc(SC(C)C(=O)Nc3ccc4c(c3)OCCO4)o2)cc1 (configuration not stated)	-1.4	106.0
O=[N+]([O-])c1ccc(Cc2ncccc2O)cc1	4.8	.
COc1ccc(/C=C/C(=O)Nc2sc3c(c2C#N)CC(C)(C)OC3)cc1OC	0.6	.
COC(=O)[C@H](CCSC)NC(=O)Nc1ccc(C)cc1C	0.8	92.9
Cc1cc(C)cc(NC(=O)CSc2nnc(-c3ccccc3C)o2)c1	3.9	88.6

Compounds above containing a nitro group on carbon:
canonical_smiles	HePTP inhibitor	BAP1 block
Cc1cc(Br)ccc1NC(=O)c1ccc(Cl)c([N+](=O)[O-])c1	6.8	.
CCOC(=O)C1CCN(C(=O)c2cc(C(=O)OC)cc([N+](=O)[O-])c2)CC1	2.1	.
O=[N+]([O-])c1ccc(Cc2ncccc2O)cc1	4.8	.

(cont.)
canonical_smiles	HePTP inhibitor	BAP1 block
O=C1/C(=C/c2ccco2)N2CCC1CC2	3.7	.
CC(C)=C1C2C=CC1C(C(=O)Nc1cc(C)ccc1C)C2C(=O)O (configuration not stated)	-6.6	.
CCOC(=O)N1CCC(NC(=O)CCCN2C(=O)CSc3ncccc32)CC1	-3.0	97.6
CCCC(=O)C1=C(O)C(C(=O)OC)C(C)(C)C/C1=N\c1nc2ccccc2[nH]1 (configuration not stated)	1.6	.
Cc1ccc(OCC(=O)NNC(=O)c2ccc(O)cc2O)c(C)c1	7.5	.
Cc1cc(NC(=O)c2ccc(N(C)S(=O)(=O)c3ccccc3)cc2)no1	7.3	168.4
CC(C)CC(c1nnnn1Cc1ccco1)N1CCN(c2cccc(Cl)c2)CC1 (configuration not stated)	-2.5	64.2
COc1ccccc1N1CCN(C(=O)C(Cc2ccccc2)NC(=O)C2CCCCC2)CC1 (configuration not stated)	-3.9	92.2
C(=Cc1ccccc1)CN1CCN(C2c3ccccc3-c3ccccc32)CC1	.	101.4
CCOC(=O)CCc1c(C)nc2ncnn2c1C	4.0	102.0
O=C(CSc1nnc(CNC(=O)c2cccs2)o1)NC1CCCC1	10.3	103.0
Clc1ccccc1-n1nnnc1C(Cl)(Cl)c1nnnn1-c1ccccc1Cl	4.0	.
Cc1ccc(NC(=O)CSc2nnc(-c3ccccc3Br)o2)cc1C	0.5	64.8
COC(=O)C(C)n1cnc2c(nnn2-c2ccc(OC)cc2)c1=O (configuration not stated)	6.9	107.9
O=C1OC(c2ccc([N+](=O)[O-])cc2)Sc2ccccc21 (configuration not stated)	.	138.3
Cc1cc(C)c(NC(=O)C(C)N2C(=O)c3ccccc3C2=O)c(C)c1 (configuration not stated)	9.3	.
Cc1nnc(NC(=O)CSC2CCCCC2)s1	1.0	88.1
CNC(=O)c1ccc(-c2sc3nc(N4CCOCC4)c4c(c3c2N)CCCC4)o1	3.2	94.4
CCN(CC)C(=O)CSc1nc(C)cc(=O)[nH]1	-3.7	.
O=C(Nc1nc(-c2ccc(F)cc2)cs1)c1ccc([N+](=O)[O-])cc1Cl	-4.1	.
CCOC(=O)N1CCN(C(=O)COc2ccc(S(=O)(=O)Nc3ccc(OCC)cc3)cc2)CC1	1.3	91.9
O=C(COc1ccccc1)Nc1ccccc1N1CCCCC1	-0.6	134.8
O=C(CSc1nnc(Cn2nnc(-c3ccccc3)n2)n1-c1ccccc1)Nc1ccccc1	6.3	162.8
COc1ccc(NC(=O)Nc2nnc(Cc3ccccc3)s2)cc1	-9.2	.
Cc1ccc(S(=O)(=O)N2CCCCC2C)cc1 (configuration not stated)	-8.3	.
CCOC(=O)c1[nH]c(C)c(C(=O)OCc2c(C)noc2C)c1C	2.2	121.8
O=C1CCCC2=C1C1(CCCCC1)N=C(Nc1nc3ccccc3o1)N2	4.7	52.6
Cn1c(=O)n(CCN2CCOCC2)c(=O)c2c1nc1n2CCN1c1ccc(Oc2ccccc2)cc1	9.8	145.1
Cc1cc(C)cc(NC(=O)C2CC(=O)N(c3ccc(Cl)cc3)C2)c1 (configuration not stated)	-3.1	.
C=CCCCOc1ccc(C(=O)O)cc1	3.0	59.6
Cc1cccc(-c2noc(C3CCCCC3)n2)c1	7.7	120.7
Cc1ccc(-n2c(C)cc(/C=N/NC(=O)c3cccnc3)c2C)c(C)c1	-14.2	.
O=C(/C=C/c1cccs1)c1ccncc1	-3.1	.
COc1ccc(Cl)cc1NC(=O)c1cnn2c1NC(c1cccs1)CC2C(F)(F)F (configuration not stated)	4.4	.
CCOC(=O)C1CCN(S(=O)(=O)c2ccc(OCC(=O)OC)cc2)CC1	-6.4	103.0

Source: PubChem BioAssay
